Compound activity as filed in PubChem BioAssay.
p53null 39C kill = qHTS Screen for Compounds that Selectively Target Cancer Cells with p53 Mutations: Cytotoxicity of p53 Null Cells at the Nonpermissive Temperature | 0.97% of 55,000 active | Potency, µM (titrated, usually from 46.1 µM), for inactives: at the highest dose activity, negative = cell killing, usual class: cytotoxic | H1299 p53-null (neo) cells, 39C, ATPlite viability, 24 h;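 further: 0% = DMSO only and -100% = full killing by 100 µM tamoxifen; nearly all actives have a fitted effect of over 50% in size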
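Following overnight plating at 37C (600 cells/well), H1299-neo or H1299-p53A138V cells are dosed up to 46 uM. Incubation lasts 24 hr at 39C before ATP detection.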
p53null 32C tox = qHTS Screen for Compounds that Selectively Target Cancer Cells with p53 Mutations: Cytotoxicity of p53 Null Cells at the Permissive Temperature. H1299-neo p53 null cells, ATP luminescence, 24 h, 32C. Potency, µM (titrated, usually from 46.1 µM), without a hit: at the top dose activity change, negative = cytotoxicity, most hits filed as cytotoxic. 0.62% of 55,000 active. AID 903, 2007;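 further: 0% = DMSO only and -100% = full killing by 100 µM tamoxifen; nearly all actives have a fitted effect of over 55% in size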
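H1299-neo, 600 cells/well; overnight 37C; cpd up to 46 uM, 24 h at 32C; ATPlite luminescence after 20 min RT; normalized to DMSO (0%) and tamoxifen 100 uM (100% kill); Hill-fit AC50.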
Starred values were filed as active, the others as inactive; [ ] = another dose, or the depositor's remark. The call rests on the fitted dose curve; in most records, active means well fitted cell-killing curve with a large enough effect; inconclusive means small, poorly fitted or top-dose-only effect; inactive means no such curve, though single readings can be large or run the other way. Potency means the concentration at half of the fitted maximal effect. A portion of the library; rates above refer to the full screens.

Preview, 4 compounds:
`CCN(CC)C(=O)N1CCn2c(nc3ccccc32)C1` gave p53null 39C kill -7% and p53null 32C tox 2%.
Screening O=[N+]([O-])c1cccc(/C=N\N2CCN(Cc3ccccc3Cl)CC2)c1 returned p53null 39C kill -3% and p53null 32C tox -6%.
For CC1=NN(C(N)=S)C(=O)C1N=Nc1ccccc1C (stereo not given) the results were p53null 39C kill 11% and p53null 32C tox 8%.
Screening CCCCn1nc(C(=O)Oc2ccc3c(C)cc(=O)oc3c2)c2ccccc2c1=O returned p53null 39C kill -18%[1.84 µM] and p53null 32C tox 9%.

Results (from the top)
`CCN(CC)C(=O)N1CCn2c(nc3ccccc32)C1` gave p53null 39C kill -7% and p53null 32C tox 2%.
Screening O=[N+]([O-])c1cccc(/C=N\N2CCN(Cc3ccccc3Cl)CC2)c1 returned p53null 39C kill -3% and p53null 32C tox -6%.
For CC1=NN(C(N)=S)C(=O)C1N=Nc1ccccc1C (stereo not given) the results were p53null 39C kill 11% and p53null 32C tox 8%.
Screening CCCCn1nc(C(=O)Oc2ccc3c(C)cc(=O)oc3c2)c2ccccc2c1=O returned p53null 39C kill -18%[1.84 µM] and p53null 32C tox 9%.
For Nc1cc(-c2cccc(F)c2)nn1S(=O)(=O)c1cccc2nsnc12 the results were p53null 39C kill 7% and p53null 32C tox -3%.
For O=C(CNc1cccc2ccccc12)N/N=C/c1ccc([N+](=O)[O-])cc1 the results were p53null 39C kill -4%[1.84 µM] and p53null 32C tox 7%.
`COc1ccc(CN2CCC(C(=O)N3CCN(c4ccccc4F)CC3)CC2)cc1OC` gave p53null 39C kill -2% and p53null 32C tox -7%.
CC(C)(C)C1CCC2(CC1)C(Nc1cccc(C(F)(F)F)c1)=NC(=S)N2CC#N (stereo not given) was read as p53null 39C kill -9% and p53null 32C tox -7%.
Cc1ccc(C)c(NS(=O)(=O)c2ccc(NC(=O)c3ccco3)cc2)c1 was read as p53null 39C kill 6% and p53null 32C tox -3%.
Screening Cc1cc(F)c(F)c(C(=O)N2CCOCC2)c1 returned p53null 39C kill 36% and p53null 32C tox -4%.
For O=C(CCn1cnc(-c2ccccc2)c1-c1ccccc1)N/N=C/c1ccccc1O the results were p53null 39C kill inconclusive and p53null 32C tox inconclusive.
COc1cc(C2C(C#N)=C(N)Oc3cc(N)ccc32)cc(OC)c1OC (stereo not given) was read as p53null 39C kill -23% and p53null 32C tox 24%.
Screening Cc1ccc2cc(C#N)c(N3CCN(C)CC3)nc2c1 returned p53null 39C kill -3% and p53null 32C tox 5%.
For COc1ccc(N(C)C(=O)c2cc3c(Cl)nc4ccccc4c3s2)cc1 the results were p53null 39C kill 22% and p53null 32C tox 5%.
For Cc1c(O)cc2n(c1=O)-c1ccccc1C2(C)C the results were p53null 39C kill 15% and p53null 32C tox 0%.
`CC1CN/C(=C\C(=O)c2ccc(Cl)cc2)C(=O)N1` (stereo not given) gave p53null 39C kill -25% and p53null 32C tox -27%.
`O=C(CSc1nccc(=O)[nH]1)Nc1ccc(S(=O)(=O)N2CCOCC2)cc1` gave p53null 39C kill 15% and p53null 32C tox 8%.
O=C1CN(C(=O)CSc2nc3cc(Cl)ccc3c(=O)n2Cc2ccccc2)c2ccccc2N1 was read as p53null 39C kill -17% and p53null 32C tox 19%.
Screening Cc1nn(C)c(C)c1CN(C)S(=O)(=O)c1ccc(F)cc1 returned p53null 39C kill 40% and p53null 32C tox -4%.
Screening Cc1ccc(O)c(C(=O)c2cnc3c(c2)COc2ccc(C)cc2-3)c1 returned p53null 39C kill 6% and p53null 32C tox 7%.

Ordered by heavy-atom count (ascending): 3 of the compounds above
Screening Cc1ccc2cc(C#N)c(N3CCN(C)CC3)nc2c1 returned p53null 39C kill -3% and p53null 32C tox 5%.
COc1cc(C2C(C#N)=C(N)Oc3cc(N)ccc32)cc(OC)c1OC (stereo not given) was read as p53null 39C kill -23% and p53null 32C tox 24%.
For O=C(CCn1cnc(-c2ccccc2)c1-c1ccccc1)N/N=C/c1ccccc1O the results were p53null 39C kill inconclusive and p53null 32C tox inconclusive.

(further entries)
Screening CCOC(=O)c1c(-c2cccc([N+](=O)[O-])c2)csc1NC(=O)C1CCCCC1 returned p53null 39C kill -3% and p53null 32C tox -2%.
NC(=O)c1nsc(C(=O)N(CC(=O)NCc2ccco2)c2ccccc2F)c1N was read as p53null 39C kill 12% and p53null 32C tox 9%.
`CC(C)(C)C(=O)Nc1ccccc1C(=O)Nc1ccncc1` gave p53null 39C kill 9% and p53null 32C tox -6%.
Screening CCc1ccc2c(c1)C1(NN=C(c3cccc4ccccc34)S1)C(=O)N2 (stereo not given) returned p53null 39C kill inconclusive and p53null 32C tox -7%.
For CCOC(=O)c1c(NC(=O)Cn2c(=O)oc3ccccc32)oc(C)c1C(C)=O the results were p53null 39C kill -11% and p53null 32C tox 6%.
For CCC(CC)C1C(C#N)=C(N)SC(N)=C1C#N the results were p53null 39C kill 0% and p53null 32C tox 9%.
Screening Cc1ccc(Cn2nnc3c(=O)n(CC(=O)NCc4ccc5c(c4)OCO5)cnc32)cc1 returned p53null 39C kill -13% and p53null 32C tox 1%.
COc1ccc(NC(=O)C(C)N2c3cccc4cccc(c34)S2(=O)=O)cc1OC (stereo not given) was read as p53null 39C kill -5% and p53null 32C tox -18%.
Cc1cccc(NC(=O)CCSc2nncn2C)c1 was read as p53null 39C kill 5% and p53null 32C tox -14%.
`CC(C)c1ccccc1NC(=O)COC(=O)/C=C/c1cccc([N+](=O)[O-])c1` gave p53null 39C kill 45%[activator] and p53null 32C tox 1%.
For CCOC(=O)CSc1nnc(Cn2c(=O)sc3ccccc32)n1-c1ccccc1C the results were p53null 39C kill 20% and p53null 32C tox 10%.
Screening COc1ccc(NC(=O)C2C3C=CC(C3)C2C(=O)NCc2ccccn2)c(OC)c1 (stereo not given) returned p53null 39C kill 38%[activator] and p53null 32C tox 11%.
Screening CCCc1[nH][nH]c(=O)c1C(c1ccc(Cl)cc1)C(C#N)C#N (stereo not given) returned p53null 39C kill 4% and p53null 32C tox -5%.
For O=C(COC(=O)C1CC(=O)N(Cc2ccco2)C1)c1ccc(OC(=O)c2ccccc2)cc1 (stereo not given) the results were p53null 39C kill -15% and p53null 32C tox -9%.
`COc1ccc(-n2c(SCC(=O)Nc3nc(C)cs3)nnc2-c2ccoc2C)cc1` gave p53null 39C kill -15% and p53null 32C tox 3%.
CC(=O)OCC(=O)c1ccc2ccn(C(C)=O)c2c1 was read as p53null 39C kill 25% and p53null 32C tox -1%.
CCOC(=O)C1CCN(C2CC(=O)N(c3ccc(OCC)cc3)C2=O)CC1 (stereo not given) was read as p53null 39C kill -4% and p53null 32C tox -3%.
`CC(=O)N1CCc2cc(S(=O)(=O)CCC(=O)N3CCN(c4ccccn4)CC3)ccc21` gave p53null 39C kill 4% and p53null 32C tox 1%.
N#Cc1c(Nc2ccccc2)sc(C(=O)C2CC2)c1N was read as p53null 39C kill 12% and p53null 32C tox -8%.
Screening CCCN1CCN(CCCNC(=O)Cn2ncc3c4ccccc4n(C)c3c2=O)CC1 returned p53null 39C kill 0% and p53null 32C tox 37%[activator].
For CCOC(=O)c1sc(NC(=O)CSc2nnc(C(C)C)n2C)nc1C the results were p53null 39C kill -2% and p53null 32C tox -8%.
`COc1ccc(/C=C/c2ccncc2)cc1OC` gave p53null 39C kill 11% and p53null 32C tox 6%.
`Cc1cc[n+](-c2[nH]c(=O)sc2/C=N/NC([S-])=Nc2ccccc2)cc1` gave p53null 39C kill 3% and p53null 32C tox 5%.
Screening Fc1ccc(CSc2nncn2NCc2ccccc2)cc1 returned p53null 39C kill 10% and p53null 32C tox -5%.
Screening COCCCn1c(SCC(=O)Nc2nc3ccccc3s2)nnc1-c1ccoc1C returned p53null 39C kill 18% and p53null 32C tox 15%.
Screening Cc1ccc(C(c2sc3nc(C)nn3c2O)N2CCN(C(=O)c3ccco3)CC2)cc1 (stereo not given) returned p53null 39C kill 8% and p53null 32C tox 7%.
`CSc1ccccc1NC(=O)CN(C)Cc1ccc(Br)cc1` gave p53null 39C kill -12% and p53null 32C tox -11%.
`CCOc1ccc(N=c2scc(-c3ccc(OC)cc3)n2CCO)cc1` gave p53null 39C kill -28% and p53null 32C tox -5%.
For CC(C)CN1CN(Cc2ccco2)CNC1=S the results were p53null 39C kill 21% and p53null 32C tox 0%.
Screening O=C1CN(C(=O)c2cc([N+](=O)[O-])ccc2Cl)C(c2ccccc2)c2cc(F)ccc2N1 (stereo not given) returned p53null 39C kill 7%[1.84 µM] and p53null 32C tox 1%.
Screening Cc1cc(C)nc(NC(=O)CSc2ccccn2)n1 returned p53null 39C kill 31%[activator] and p53null 32C tox 11%.
Screening CCOC(=O)CSc1nnc(-c2ccncc2)o1 returned p53null 39C kill 33% and p53null 32C tox 4%.
Screening COc1cc(Cl)cc2c1Sc1ccccc1/C2=C/CCN(C)C returned p53null 39C kill -14% and p53null 32C tox -21%.
COc1ccccc1N1CCN(C(c2ccc(N(C)C)cc2)c2nnnn2CCc2ccccc2)CC1 (stereo not given) was read as p53null 39C kill 2% and p53null 32C tox -16%.
Screening C=CCn1c(SCC(=O)NC2CCS(=O)(=O)C2)nnc1-c1cc2c(s1)CCC(CC)C2 (stereo not given) returned p53null 39C kill -17%[1.84 µM] and p53null 32C tox -27%.
`O=C1CCCCN1CCc1c[nH]c2ccccc12` gave p53null 39C kill 4% and p53null 32C tox -14%.
COc1cccc(NC(=O)CSc2nnc(Cn3nnc4ccccc43)n2C)c1 was read as p53null 39C kill 21% and p53null 32C tox 7%.
`O=C(Nc1ccc(Cl)cc1C(=O)NCc1cccnc1)c1ccc(Cl)cc1Cl` gave p53null 39C kill 6% and p53null 32C tox -5%.
For CCOC(=O)c1ccc2c(c1)N(CC(=O)N1CCCCC1)C(=O)C(C)(C)O2 the results were p53null 39C kill 11% and p53null 32C tox -2%.
Screening O=C(CSc1nnnn1-c1ccc(Cl)cc1)NC(=O)Nc1ccc2c(c1)OCCO2 returned p53null 39C kill -13% and p53null 32C tox 6%.
CCOC(=O)c1c(CN(CC)CC)oc2ccc(OC)cc12 was read as p53null 39C kill 11% and p53null 32C tox -10%.
`CC1CC(C)CN(c2ncnc3c2cnn3-c2ccc(Cl)cc2)C1` (stereo not given) gave p53null 39C kill 13% and p53null 32C tox -3%.
`CCn1c(NCc2ccccn2)nc2ccccc21` gave p53null 39C kill -1% and p53null 32C tox -1%.
Screening CC1CC(C)CN(S(=O)(=O)c2ccc(NC(=O)C3COc4ccccc4O3)cc2)C1 (stereo not given) returned p53null 39C kill -2% and p53null 32C tox 11%.
`O=C(CSc1nc(-c2ccco2)cc(C(F)(F)F)n1)N1CCSCC1` gave p53null 39C kill 9% and p53null 32C tox 5%.
`CC(C)n1c(SCC(=O)Nc2ccccc2N2CCOCC2)nc2c1c(=O)n(C)c(=O)n2C` gave p53null 39C kill 13% and p53null 32C tox 1%.
COC(=O)c1cccc(NC(=O)C23CC4CC(C2)CC(n2cncn2)(C4)C3)c1 was read as p53null 39C kill 13% and p53null 32C tox 8%.
For CC(C)NS(=O)(=O)c1ccc2c(c1)oc(=O)n2C the results were p53null 39C kill 17% and p53null 32C tox -5%.
Screening O=C(Nc1ccc(S(=O)(=O)N2CCCC2)cc1)C1COc2ccccc2O1 (stereo not given) returned p53null 39C kill 1% and p53null 32C tox -11%.
Screening COc1ccc(-n2c(=O)c3ccccc3c3ccccc3c2=O)c(OC)c1 returned p53null 39C kill -5% and p53null 32C tox 2%.
For Cn1nccc1C(=O)N1CCc2ccccc21 the results were p53null 39C kill -2% and p53null 32C tox 0%.
Screening Cc1ccc(OCC(=O)Nc2ccc(S(=O)(=O)N3CCN(C)CC3)cc2)cc1 returned p53null 39C kill 16% and p53null 32C tox 5%.
CCn1c(SCC(=O)NC)nnc1C(C)C was read as p53null 39C kill 29% and p53null 32C tox -4%.
Screening CCOC(=O)Nc1cccc(C(=O)O)c1 returned p53null 39C kill 5% and p53null 32C tox 6%.
COCCCNC(=O)CN(c1cc(Cl)cc(Cl)c1)S(C)(=O)=O was read as p53null 39C kill 27% and p53null 32C tox -4%.
For O=C(Nc1ccc(F)cc1)N(CCCN1CCOCC1)Cc1cc2cc3c(cc2[nH]c1=O)OCO3 the results were p53null 39C kill -2% and p53null 32C tox 5%.
CC(C)(C)c1ccc(C(=O)NCC(=O)OCN2C(=O)c3ccccc3C2=O)cc1 was read as p53null 39C kill 4% and p53null 32C tox -4%.
For O=C(NCc1ccco1)c1cc2sccc2n1Cc1ccccc1 the results were p53null 39C kill 6% and p53null 32C tox 17%.
CCOc1cc(/C=C2/NC(=O)N(CC(=O)Nc3cccc(C)c3)C2=O)ccc1O was read as p53null 39C kill -4% and p53null 32C tox 0%.
For CC(C)NC(=O)CSCc1c(F)cccc1Cl the results were p53null 39C kill 6% and p53null 32C tox 1%.
Screening COc1cccc(C(=O)N2CCN(Cc3cc(Br)ccc3OC)CC2)c1 returned p53null 39C kill 10% and p53null 32C tox -10%.
For CCOC(=O)N1CCN(C(=O)CN(c2ccc(OC)cc2)S(C)(=O)=O)CC1 the results were p53null 39C kill -10% and p53null 32C tox 1%.
For CCN(CC)S(=O)(=O)c1ccc(NC(=O)c2ccc(CN3CCOCC3)cc2)cc1 the results were p53null 39C kill -2% and p53null 32C tox -3%.
